# BRCA1 expr up – BRCA1 expression activation; MCF7-BRCA1-FFLuc reporter, luminescence, 48 h; response scale: scaled: vehicle 0%, 10 µM genistein 100%; Potency, µM (top dose mostly 46.1 µM), without a hit: top-dose activation, actives largely listed as activators; 380,000 compounds, 1.1% hits; AID 624202; note: nearly all actives have a fitted effect of over 80% in size; some results filed as inactive show a strong effect at the top dose
#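 Quantitative HTS in MCF7 cells stably reporting BRCA1 expression via firefly luciferase. Compound treatment lasts 48 h at 37 °C in phenol-red free MEM. Activation is expressed relative to genistein at 10 microM and DMSO.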
# p53 reactivator – restores transcriptional activity of mutant p53; H1299 p53-A138V BP100-luciferase reporter, luminescence, 24 h; Potency, µM (doses to about 92.2 µM), inactives show top-dose activity change, positive = activation, actives largely listed as activators; 320,000 compounds, 0.063% hits; AID 504706; note: % of control where 0% means no effect; nearly all actives have a fitted effect of over 45% in size
#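 p53-null H1299 cells stably carrying temperature-sensitive p53-A138V and a BP100-luciferase reporter were pinned with compounds (4-point, 1:5 series) and held 24 hrs at 37 deg C. Luminescence was read 10 min after detection reagent.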
# NPC1 promoter act – activates the NPC1 promoter; Huh7 NPC1 promoter luciferase reporter, 24 h; Potency, µM (doses to about 9.22 µM), without a hit: top-dose activation, hits mostly activators; 320,000 compounds, 2.4% hits;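 note: % of control where 0% means no effect; nearly all actives have a fitted effect of over 60% in size; reporter is driven by a mutant NPC1 promoter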
#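 Compounds in DMSO were transferred onto Huh7 NPC1-luciferase reporter cells pre-incubated 2 h; after 24 h at 37 °C, Amplite reagent was dispensed and luminescence recorded 10 min later.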
# Gal4-VP16 FLuc – Gal4-VP16 reporter inhibition counter-screen; Drosophila S2 Gal4-VP16 UAS-luciferase, luminescence, 20 h; Potency, µM (titrated, usually from 53.6 µM), without a hit: at the top dose activity, negative = inhibition, usual class: inhibitors; AID 2546; 310,000 compounds, 3.5% hits;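 note: Gal4-VP16 expression switched on by copper sulfate through the metallothionein promoter; % is set by controls: 0 for no effect and ±100 for the full control effect; nearly all actives have a fitted effect of over 50% in size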
# MBNL1-CUG inh – blocks human MBNL1 binding to CUG repeat RNA. TR-FRET MBNL1-His/biotin-(CUG)12 binding, 665/545 ratio. Potency, µM (doses to about 57.5 µM), without a hit: at the highest dose activity change, negative = inhibition, hits mostly inhibitors. 280,000 compounds, 0.036% hits; active = well fitted inhibition curve with a large enough effect in the signal ratio, with a control signal flat, not every such curve was filed as active; inconclusive = small, poorly fitted or top-dose-only effect, or effect the other way, or a change in a side signal; inactive = no such curve, though single readings can be large or run the other way; the % refers to the signal ratio; note: % is set by controls: 0 for no effect and ±100 for the full control effect
# Target sequence (Q9NR56 whole entry, looked up): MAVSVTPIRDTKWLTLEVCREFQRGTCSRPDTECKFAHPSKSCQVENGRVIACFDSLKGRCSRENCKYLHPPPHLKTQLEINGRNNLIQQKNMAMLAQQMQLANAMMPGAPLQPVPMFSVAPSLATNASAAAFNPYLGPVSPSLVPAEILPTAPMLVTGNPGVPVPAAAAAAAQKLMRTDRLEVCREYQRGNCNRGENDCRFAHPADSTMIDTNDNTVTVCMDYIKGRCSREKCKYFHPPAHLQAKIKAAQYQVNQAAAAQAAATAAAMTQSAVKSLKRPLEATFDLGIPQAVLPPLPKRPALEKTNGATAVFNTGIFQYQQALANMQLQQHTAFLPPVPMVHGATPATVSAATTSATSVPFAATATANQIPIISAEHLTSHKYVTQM
#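 Inhibition of protein-RNA binding appears as loss of TR-FRET between terbium anti-His antibody on MBNL1-His and streptavidin-XL665 on biotin-(CUG)12. Activity is normalized to buffer-only and uninhibited-complex controls.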
# MLL CXXC-DNA inh – blocks binding of human MLL CXXC domain to DNA; Q03164; MLL-CXXC / FITC-HOXA9 DNA fluorescence polarization; Potency, µM (titrated, usually from 115 µM), without a hit: top-dose activity change, negative = inhibition, hits mostly inhibitors; 290,000 compounds, 0.037% hits; AID 2662; active = well fitted inhibition curve with a large enough effect in the polarisation, with a control signal flat, not every such curve was filed as active; inconclusive = small, poorly fitted or top-dose-only effect, or effect the other way, or a change in a side signal; inactive = no such curve, though single readings can be large or run the other way; the % refers to the polarisation
#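 Steps: dispense CXXC domain solution (7 uM) → pin compounds or unlabeled HOX-A9 DNA control → 5 min ambient → add FLSN-HOX-A9 solution (50 nM) → spin → 30 min ambient → fluorescence polarization. Tris pH 7.5/NaCl/DTT/BSA buffer.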
# RORgamma inh – ROR gamma (mouse) transcription inhibition | P51450 | Drosophila S2 Gal4-RORgamma UAS-luciferase reporter, 20 h | Potency, µM (titrated, usually from 53.6 µM), for inactives: at the top dose activity change, negative = inhibition, usual class: inhibitors | 310,000 compounds, 5.4% hits | AID 2551; note: % is set by controls: 0 for no effect and ±100 for the full control effect; nearly all actives have a fitted effect of over 60% in size
# Target sequence (P51450 whole entry, looked up, the tested form may be a part): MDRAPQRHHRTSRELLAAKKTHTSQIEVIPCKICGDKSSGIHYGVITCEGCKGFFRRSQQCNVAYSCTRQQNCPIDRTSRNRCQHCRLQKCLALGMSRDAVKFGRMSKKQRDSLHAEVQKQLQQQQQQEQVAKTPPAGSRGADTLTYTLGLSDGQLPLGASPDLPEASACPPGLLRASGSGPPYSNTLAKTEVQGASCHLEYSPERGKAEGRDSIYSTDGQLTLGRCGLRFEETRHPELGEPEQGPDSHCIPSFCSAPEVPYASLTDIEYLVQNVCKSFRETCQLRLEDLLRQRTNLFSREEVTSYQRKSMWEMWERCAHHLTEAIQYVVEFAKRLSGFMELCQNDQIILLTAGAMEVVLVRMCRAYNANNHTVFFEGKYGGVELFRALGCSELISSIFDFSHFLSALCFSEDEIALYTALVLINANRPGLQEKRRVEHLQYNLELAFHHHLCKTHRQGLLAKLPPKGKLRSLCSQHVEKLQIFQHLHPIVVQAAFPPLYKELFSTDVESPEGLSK
#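 Schneider cells (Drosophila), stable Gal4 DBD–ROR gamma + UAS-luc; 1 hr cmpd preincubation; Cu2+ induction 700 uM final; 20 hr ambient; luminescence.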
# ELG1 genotoxic – genotoxicity induction in ELG1-luciferase HEK293T cells. HEK293T ELG1-luciferase reporter, luminescence, 16 h. Potency, µM (series often up to 46 µM), without a hit: at the highest dose activity change, positive = activation, actives largely listed as activators. 330,000 compounds, 1.3% hits. AID 504466; note: % of control where 0% means no effect; nearly all actives have a fitted effect of over 60% in size
#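 Step 1: seed 2,000 HEK293T ELG1-luciferase cells per well. Step 2: add compound or DMSO, incubate 16 hr at 37 °C. Step 3: ONE-Glo, 30 min at room temperature, read luminescence.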
# Rab9 prom act – activates the Rab9 promoter. Huh7 Rab9 promoter-luciferase reporter, luminescence, 24 h. Potency, µM (series often up to 9.22 µM), without a hit: at the highest dose activation, negative = inhibition, usual class: activators. 320,000 compounds, 2.8% hits; note: % of control where 0% means no effect; nearly all actives have a fitted effect of over 60% in size
#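 Cells were plated at 1500 per well in reduced-serum medium with 10% FBS and left 2 h. Compound in DMSO was then added for 24 h at 37 °C. Reporter signal was read by luminescence after 10 min with luciferase detection reagent.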
# FLuc counter – firefly luciferase modulation, counter-screen for miR-21 project; 360,000 compounds, 6.9% hits; AID 588342; Potency, µM (doses to about 57.5 µM), without a hit: top-dose activity change, negative = inhibition, actives largely listed as inhibitors; purified FLuc, Km substrates, luminescence inhibition; P08659;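 note: plate controls were vehicle for no effect and reference inhibitor for full effect; nearly all actives have a fitted effect of over 55% in size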
#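 Biochemical qHTS of compounds, final roughly 60 µM downward over six points, against 10 nM purified firefly luciferase using Km concentrations of substrates (10 uM D-luciferin, 10 uM ATP) in Tris acetate pH 7.5 buffer; luminescence output.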
# uPA generation – cell surface uPA generation inhibition; cell surface uPA generation assay, qHTS; Potency, µM (highest dose often 38.3 µM), for inactives: at the highest dose activity change, negative = inhibition, most hits filed as inhibitors; 330,000 compounds, 0.31% hits; AID 540303; active = well fitted inhibition curve with a large enough effect; inconclusive = small, poorly fitted or top-dose-only effect; inactive = no such curve, though single readings can be large or run the other way; tested in mouse RAW 264.7 cells; note: % is set by controls: 0 for no effect and ±100 for the full control effect; nearly all actives have a fitted effect of over 55% in size
# Numbers without * were called inactive; u = inconclusive; x = not tested or not shown; [ ] = another dose, or the depositor's remark. Unless noted, calls come from the whole dose curve; as a rule, active = well fitted curve in the direction sought with a large enough effect; inconclusive = small, poorly fitted or top-dose-only effect, or another doubt; inactive = no such curve, though single readings can be large; an effect the other way counts as inactive or inconclusive. Potency is the fitted concentration of half-maximal effect. The list is partial. The share of hits here may be higher or lower than overall.
1) COc1ccc(C(=O)N/C(=C/c2ccc(Cl)cc2)C(=O)NCc2ccncc2)cc1
2) CC1CN(S(=O)(=O)c2cccc(C(=O)N(Cc3nnc(-c4ccccc4Cl)o3)C3CC3)c2)CC(C)O1 (configuration not stated)
3) CN1/C(=C\C=N\NC(=O)c2cccnc2)C(C)(C)c2ccccc21
4) Fc1cccc(Cl)c1/C=N/Nc1c(Cl)cncc1Cl
5) O=C(c1ccco1)N1CCN(Cc2cccc(C(F)(F)F)c2)CC1
assay / entry,1,2,3,4,5
BRCA1 expr up,2%,-3%,7%,-27%,-25%
p53 reactivator,-9%,2%,11%,26%,u
NPC1 promoter act,-4%,2%,-5%,-1%,1%
Gal4-VP16 FLuc,-1%,x,0.89µM*,17%,-2%
MBNL1-CUG inh,9%,x,16%,x,-2%
MLL CXXC-DNA inh,-2%,x,u,1%,-6%
RORgamma inh,32%,x,0.5µM*,33%,36%
ELG1 genotoxic,-3%,-2%,-5%,-4%,-7%
Rab9 prom act,-2%,0%,-3%,11%,1%
FLuc counter,-1%,u,-2%,u,5%
uPA generation,-11%,-2%,7%,-1%,5%

6) CCOc1ncccc1C(=O)OCC(=O)N(CC)c1ccccc1
7) COc1ccccc1C(=O)N1C(CC(=O)Nc2cc(Cl)ccc2C)C(=O)NC2CCCCC21 (configuration not stated)
8) CCC(C)C(=O)Nc1nc(C)c(-c2csc(Nc3cc(OC)ccc3OC)n2)s1 (configuration not stated)
9) O=S(=O)(Nc1cccc(S(=O)(=O)N2CCCCCC2)c1)c1ccccc1
10) CCOC(=O)COc1ccc(-c2nnc(-c3ccccc3)o2)cc1
assay / entry,6,7,8,9,10
BRCA1 expr up,-17%,0%,-43%,-43%,-41%
p53 reactivator,8%,2%,-14%,-3%,4%
NPC1 promoter act,-4%,1%,-16%,-1%,3%
Gal4-VP16 FLuc,-19%,-3%,u,1%,u
MBNL1-CUG inh,0%,-1%,32%[activator],-7%,0%
MLL CXXC-DNA inh,10%,0%,-7%,-2%,-3%
RORgamma inh,27%,11%,u,-10%,-43%
ELG1 genotoxic,0%,-9%,-7%,-2%,21%
Rab9 prom act,-3%,-6%,-4%,-2%,11%
FLuc counter,-2%,10%,-3%,-13%,6µM*
uPA generation,0%,6%,u,4%,-8%

11) CCOC(=O)CC1C(=O)NCCN1C(=O)c1ccc(C)cc1 (configuration not stated)
12) CN(C)c1oc(COc2ccc(F)cc2)nc1C#N
13) CCc1nc(SCc2ccccn2)c2c(=O)n(C)c(=O)n(C)c2n1
14) O=C(Nc1cccc(-n2cnnn2)c1)c1ccc(OC(F)(F)F)cc1
15) O=c1c2ccccc2nc(COc2ccccc2)n1/N=C/c1cn[nH]c1-c1ccccc1
assay / entry,11,12,13,14,15
BRCA1 expr up,-9%,0%,-17%,-42%,-30%
p53 reactivator,-8%,17%,21%,0%,-11%
NPC1 promoter act,-2%,-1%,-2%,3%,-3%
Gal4-VP16 FLuc,-3%,3%,-4%,-2%,-5%
MBNL1-CUG inh,-11%,-2%,1%,1%,-15%
MLL CXXC-DNA inh,u,-6%,-5%,1%,-2%
RORgamma inh,-3%,1%,24%,-10%,14%
ELG1 genotoxic,-1%,-1%,3%,1%,-6%
Rab9 prom act,11%,-8%,1%,-8%,-11%
FLuc counter,-1%,-1%,4%,u,1%
uPA generation,12%,1%,-1%,-4%,2%

16) Cc1c(Cl)cccc1NC(=O)C1C2C=CC(C2)C1C(=O)O (configuration not stated)
17) CCCC(=O)N(c1ccc(OCC)cc1)S(=O)(=O)c1ccc2c3c(cccc13)C(=O)N2C
18) COc1ccc(NC(=O)CN(C)S(=O)(=O)c2cccs2)cc1
19) CCC(CC)NC(=O)CSc1ccc(S(=O)(=O)N2CCCCC2)cn1
20) Cn1c(SCC(=O)N2CCN(Cc3ccccc3)CC2)nnc1-c1ccncc1
21) CCCN(CCC)C(=O)/C=C/c1cccc([N+](=O)[O-])c1
assay / entry,16,17,18,19,20,21
BRCA1 expr up,-2%,-17%,79%,-28%,-17%,1%
p53 reactivator,x,2%,u,1%,-4%,-1%
NPC1 promoter act,0%,-4%,28%,5%,-1%,0%
Gal4-VP16 FLuc,-5%,-5%,1%,x,2%,1%
MBNL1-CUG inh,-3%,5%,3%,x,-14%,u
MLL CXXC-DNA inh,-9%,-1%,1%,x,7%,25%
RORgamma inh,1%,-9%,31%,x,-38%,-1%
ELG1 genotoxic,-3%,-4%,10%,-3%,2%,1%
Rab9 prom act,3%,-1%,28%,-5%,-4%,0%
FLuc counter,1%,5%,u,-1%,0%,-3%
uPA generation,-2%,11%,0%,-15%,x,5%

# Eight of these compounds in another layout.
# Results follow in this order: BRCA1 expr up, p53 reactivator, NPC1 promoter act, Gal4-VP16 FLuc, MBNL1-CUG inh, MLL CXXC-DNA inh, RORgamma inh, ELG1 genotoxic, Rab9 prom act, FLuc counter, uPA generation
11) CCOC(=O)CC1C(=O)NCCN1C(=O)c1ccc(C)cc1 (configuration not stated)
    -9%, -8%, -2%, -3%, -11%, u, -3%, -1%, 11%, -1%, 12%
12) CN(C)c1oc(COc2ccc(F)cc2)nc1C#N
    0%, 17%, -1%, 3%, -2%, -6%, 1%, -1%, -8%, -1%, 1%
13) CCc1nc(SCc2ccccn2)c2c(=O)n(C)c(=O)n(C)c2n1
    -17%, 21%, -2%, -4%, 1%, -5%, 24%, 3%, 1%, 4%, -1%
14) O=C(Nc1cccc(-n2cnnn2)c1)c1ccc(OC(F)(F)F)cc1
    -42%, 0%, 3%, -2%, 1%, 1%, -10%, 1%, -8%, u, -4%
15) O=c1c2ccccc2nc(COc2ccccc2)n1/N=C/c1cn[nH]c1-c1ccccc1
    -30%, -11%, -3%, -5%, -15%, -2%, 14%, -6%, -11%, 1%, 2%
16) Cc1c(Cl)cccc1NC(=O)C1C2C=CC(C2)C1C(=O)O (configuration not stated)
    -2%, x, 0%, -5%, -3%, -9%, 1%, -3%, 3%, 1%, -2%
17) CCCC(=O)N(c1ccc(OCC)cc1)S(=O)(=O)c1ccc2c3c(cccc13)C(=O)N2C
    -17%, 2%, -4%, -5%, 5%, -1%, -9%, -4%, -1%, 5%, 11%
18) COc1ccc(NC(=O)CN(C)S(=O)(=O)c2cccs2)cc1
    79%, u, 28%, 1%, 3%, 1%, 31%, 10%, 28%, u, 0%

# High-throughput results: PubChem, National Center for Advancing Translational Sciences (NCATS)
